Compound activity deposited in PubChem BioAssay by National Center for Advancing Translational Sciences (NCATS).
ERG Ets-DNA blk: qHTS for Small Molecule Inhibitors of the ERG Ets/DNA interaction; Transcriptional regulator ERG (Homo sapiens), P11308; fluorescence polarization, His-ERG Ets domain / labelled DNA; Potency, µM (highest dose often 76.9 µM), for inactives: at the top dose FP activity, negative = inhibition, actives largely listed as inhibitors; actives 0.028% (n = 370,000); AID 624246, 2012; active means well fitted inhibition curve with a large enough effect in the polarisation, with a control signal flat; inconclusive means small, poorly fitted or top-dose-only effect, or effect the other way, or a change in a side signal; inactive means no such curve, though single readings can be large or run the other way; the % refers to the polarisation;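 further: polarization taken with two DNA probes labelled with fluorescein and Texas red; potency means the concentration at half of the fitted maximal effect; % of control where 0% means no effect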
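His-tagged ERG Ets domain (1 uM in the protein solution; 300mM KCl, 50mM Tris-HCl, 1mM EDTA, 1mM DTT, pH 7.5) received compound, then a probe mix of 5 nM fluorescein-DNA and 100nM Texas-615-DNA. Fluorescence polarization was read for both dyes.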
Pol eta inh: qHTS for Inhibitors of Polymerase Eta; AID 588591, 2011; actives 1.2% (n = 390,000); Potency, µM (titrated, usually from 114 µM), for inactives: at the top dose activity change, negative = inhibition, usual class: inhibitors; DNA polymerase eta (Homo sapiens), Q9Y253; recombinant Pol eta, fluorescent DNA replication assay; further: potency means the concentration at half of the fitted maximal effect; on the % scale 0 is the no-effect control and ±100 the full control effect
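Pol eta at 10 nM preincubated with compounds 15 min at room temperature; reaction started with fluorescent substrate (50 nM final) and read kinetically at 0 and 10 min.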
Pol kappa inh: qHTS for Inhibitors of Polymerase Kappa; DNA polymerase kappa (Homo sapiens), Q9UBT6; purified Pol kappa, fluorescent DNA synthesis assay, 10 min; actives 0.53% (n = 400,000); Potency, µM (series often up to 107 µM), for the others: top-dose activity, negative = inhibition, usual class: inhibitors; further: potency means the concentration at half of the fitted maximal effect; on the % scale 0 is the no-effect control and ±100 the full control effect
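Activity was followed as the change in fluorescence between reads at 0 and 10 min after starting the reaction with 50 nM substrate. Beforehand, 10 nM polymerase had been preincubated with compound for 15 min at room temperature.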
APEX1 inh: qHTS Assay for Inhibitors of the Human Apurinic/apyrimidinic Endonuclease 1 (APE1). actives 0.35% (n = 350,000). recombinant APE1, TAMRA/BHQ-2 abasic DNA cleavage fluorescence. Potency, µM (highest dose often 65.8 µM), inactives show at the highest dose activity change, negative = inhibition, hits mostly inhibitors. DNA repair nuclease/redox regulator APEX1 (Homo sapiens), P27695;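 further: potency means the concentration at half of the fitted maximal effect; plate controls were vehicle for no effect and reference inhibitor for full effect; nearly all actives have a fitted effect of over 55% in size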
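Endonuclease cleavage of a quenched abasic-site DNA duplex (50 nM) by APE1 (0.75 nM) was tracked by TAMRA dequenching. Compounds were preincubated with enzyme 15 min at room temperature; data normalized to buffer-only and DMSO wells plus NSC13755 control.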
Apoferritin bind: qHTS Assay for Identification of Novel General Anesthetics; actives 0.074% (n = 350,000); Potency, µM (titrated, usually from 77.5 µM), without a hit: at the highest dose activity change, negative = displacement, most hits filed as inhibitors; Ferritin light chain (Equus caballus), P02791; apoferritin/1-aminoanthracene competitive binding, fluorescence; AID 485281, 2010; further: potency means the concentration at half of the fitted maximal effect; on the % scale 0 is the no-effect control and ±100 the full control effect; nearly all actives have a fitted effect of over 20% in size
Target sequence (P02791 2-175 limits assumed): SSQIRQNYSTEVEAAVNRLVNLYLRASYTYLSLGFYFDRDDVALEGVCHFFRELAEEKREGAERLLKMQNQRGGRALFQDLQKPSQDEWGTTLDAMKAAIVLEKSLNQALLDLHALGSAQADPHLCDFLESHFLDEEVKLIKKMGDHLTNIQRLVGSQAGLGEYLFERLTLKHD
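Read-out: endpoint 1-AMA fluorescence, excitation 380 nm and emission 535 nm, after compounds sit 10 min at room temperature with 10 uM horse-spleen apoferritin in 50% saturated 1-AMA/PBS. Values come from four-parameter Hill fits.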
LDHA block: qHTS assay for inhibitors of human lactate dehydrogenase; purified LDHA, NADH/diaphorase-resazurin fluorescence; hits give low values; activity change, % (values are at about 110 or 230 µM); actives 0.15% (n = 480,000); AID 1347041, 2019; in the data active means activity change below about -30%; inconclusive means mostly about -25% to -30%;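 further: plate controls were DMSO wells for no effect and wells without enzyme for full effect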
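Enzyme activity of human lactate dehydrogenase 5 (2 nM; 0.06 mM NADH, 0.2 mM pyruvate, 5 min, RT) is measured via a resazurin/diaphorase fluorescence readout of residual NADH.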
POLB inh: qHTS Assay for Inhibitors of DNA Polymerase Beta | P06746 | Pol beta primer extension/strand displacement, fluorescence kinetic | Potency, µM (series often up to 114 µM), for the others: at the highest dose activity change, negative = inhibition, actives largely listed as inhibitors | actives 1.3% (n = 340,000) | AID 485314, 2010; further: potency means the concentration at half of the fitted maximal effect; on the % scale 0 is the no-effect control and ±100 the full control effect
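Preincubation: enzyme (10 nM) with compound, 15 min, RT. Reaction: substrate added to 50 nM final. Reads: 0 and 10 min. Analysis: normalized, Hill fit.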
RGS4 inhibitor: Inhibitors of Regulator of G Protein Signaling (RGS) 4: qHTS; Potency, µM (doses to about 114 µM), for the others: at the top dose activity change, negative = inhibition, most hits filed as inhibitors; AID 504845, 2011; Transcreener GDP fluorescence polarization, RGS4-accelerated GTP hydrolysis; actives 0.039% (n = 390,000); further: potency means the concentration at half of the fitted maximal effect; on the % scale 0 is the no-effect control and ±100 the full control effect; nearly all actives have a fitted effect of over 75% in size; some results filed as inactive show a strong effect at the top dose
Target sequence (P49798 whole entry, looked up): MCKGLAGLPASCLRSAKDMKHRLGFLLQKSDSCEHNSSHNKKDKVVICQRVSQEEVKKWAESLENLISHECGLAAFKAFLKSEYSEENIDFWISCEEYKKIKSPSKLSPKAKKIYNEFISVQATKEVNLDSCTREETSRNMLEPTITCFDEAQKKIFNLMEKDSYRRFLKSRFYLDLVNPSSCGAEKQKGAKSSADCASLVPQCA
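MLSMR compounds (23 nl, pin-transferred) preincubated 10 min at room temperature with a 500nM (2x) first reagent, then RGS4 at 900nM (2x) plus Transcreener GDP mix added; fluorescence polarization (620/688 nm) read before and after 90 min at 30 °C.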
ALOX12 inh: Primary qHTS assay for inhibitors of human arachidonate 12S-lipoxygenase (ALOX12): Round 2; purified 12hLO, xylenol orange hydroperoxide absorbance; actives 1.1% (n = 580,000); Potency, µM (titrated, usually from 108 µM), for the others: at the top dose activity change, negative = inhibition, actives largely listed as inhibitors; Polyunsaturated fatty acid lipoxygenase ALOX12 (Homo sapiens), P18054; AID 1671190, 2021; further: potency means the concentration at half of the fitted maximal effect; on the % scale 0 is the no-effect control and ±100 the full control effect
Target sequence (P18054 whole entry, looked up): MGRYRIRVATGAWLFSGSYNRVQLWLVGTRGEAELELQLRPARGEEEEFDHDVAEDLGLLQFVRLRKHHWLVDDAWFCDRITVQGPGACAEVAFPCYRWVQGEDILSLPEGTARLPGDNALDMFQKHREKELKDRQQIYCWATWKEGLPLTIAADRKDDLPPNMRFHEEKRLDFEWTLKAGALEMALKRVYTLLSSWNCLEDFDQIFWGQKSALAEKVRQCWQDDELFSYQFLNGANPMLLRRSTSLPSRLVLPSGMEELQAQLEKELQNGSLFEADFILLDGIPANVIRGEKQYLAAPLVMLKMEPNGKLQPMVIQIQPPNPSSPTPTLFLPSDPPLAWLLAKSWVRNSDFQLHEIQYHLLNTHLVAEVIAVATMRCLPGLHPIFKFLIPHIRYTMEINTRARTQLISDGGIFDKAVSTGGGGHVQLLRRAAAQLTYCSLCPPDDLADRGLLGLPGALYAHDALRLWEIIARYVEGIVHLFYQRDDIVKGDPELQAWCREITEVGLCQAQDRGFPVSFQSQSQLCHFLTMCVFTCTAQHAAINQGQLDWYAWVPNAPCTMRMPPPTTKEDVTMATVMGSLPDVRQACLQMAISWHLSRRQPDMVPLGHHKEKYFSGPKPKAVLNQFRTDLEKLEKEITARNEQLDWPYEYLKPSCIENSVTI
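Purified human 12hLO (150 nM final) in 25 mM Hepes, 0.01% Triton X-100, pH 7.0 was preincubated 15 min at room temperature with compound. Then 40 uM arachidonic acid was added, 30 min. Hydroperoxide was read by Fe-XO absorbance ratio 573/405 nm.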
The depositor's hits bear a star; ? = inconclusive; . = not tested or not shown; & = joins results of further samples; [ ] = another dose, or the depositor's remark. Unless noted, the call rests on the fitted dose curve; in most records, active means well fitted curve in the direction sought with a large enough effect; inconclusive means small, poorly fitted or top-dose-only effect, or another doubt; inactive means no such curve, though single readings can be large; an effect the other way counts as inactive or inconclusive.

The line under a structure holds: ERG Ets-DNA blk, Pol eta inh, Pol kappa inh, APEX1 inh, Apoferritin bind, LDHA block, POLB inh, RGS4 inhibitor, ALOX12 inh
#1 COCCOC1CCN(Cc2cn(Cc3ccccc3)nc2-c2cc3ccccc3o2)CC1
    ?, -10%, 4%, 1%, -17%, -2, -1%, -20%, -7%
#2 C=CCN(CC=C)CC(=O)Nc1cccc(Oc2cnccn2)c1
    -16%, -6%, -13%, 10%, 4%, -4, 37%, 29%, 8%
#3 Cc1oc(C(=O)O)cc1CSCc1ccoc1C(=O)O
    5%, 3.2µM*, ?, ?, -7%, 2, -16%, 18%, 19%
#4 COc1cccc(-n2ccnc2SCC(=O)N2CCCc3ccccc32)c1
    -1%, -7%, -2%, 1%, -12%, -1, 0%, -5%, -3%
#5 CCc1nn(-c2ccccc2)c2nc(-c3cccc(OC)c3)c3cc(OC)c(OC)cc3c12
    2%, -16%, -39%, ., 5%, -8, 1%, -3%, -5%
#6 CCNC(=O)C1CCCN(c2ncnc3onc(C)c23)C1 (centres undefined)
    2%, -22%, 7%, ., -9%, -4, 23%, -11%, -7%
#7 CC(=O)c1ccccc1NC(=O)COC(=O)c1cc(C)oc1C
    0%, -12%, 8%, 5%, ., -2, ., -24%, ?
#8 COc1cccc(NC(=O)c2oc3ccccc3c2NC(=O)c2ccc(C(F)(F)F)cc2)c1
    -2%, 2%, 6%, ., 99%[activator], -4, 30%, 11%, -13%
#9 COc1ccc(S(=O)(=O)N2CCC(C(N)=O)(N3CCCCC3)CC2)cc1
    6%, -16%, -4%, -3%, -5%, -11, 6%, -6%, 31%[activator]
#10 CC(C)N1CCN(Cc2nc3c(s2)CCCC3)CC1CCO (centres undefined)
    13%, -11%, -5%, -8%, -5%, -4, -2%, -11%, 0%
#11 CCOC(=O)N1CCN(C(=O)CSc2nnc(C3COc4ccccc4O3)o2)CC1 (centres undefined)
    -3%, -13%, 12%, 2%, ?, 0, 0%, -22%, 17%[57.4 µM]
#12 O=[n+]1c2c(n([O-])c3cc(F)c(N4CCCC4)cc31)CCCC2
    ?, ?, -11%, -7%, 25%, 10, -9%, 2%, ?
#13 COc1ccc(CN2C(=O)C(NC(=O)c3ccccc3OC)(C(F)(F)F)N=C2c2ccccc2)cc1 (centres undefined)
    -6%, -10%, 7%, ., -10%, 1, 17%, -13%, -9%
#14 O=C(N/N=C/c1cccc(Br)c1)c1ccc(N2CCCC2=O)cc1
    1%, -15%, -21%, -21%, -10%, 2, ?, ?, 0%
#15 CCOC(=O)C1=C(CSc2nccn2C)NC(=O)NC1c1cc(C)ccc1C (centres undefined)
    -4%, -6%, -13%, 5%, -6%, -2, 1%, 9%, -8%
#16 CCCCn1cnc2c(SCc3ccccc3)nc(N)nc21
    1%, -17%, -12%, ., ., -6, ., 0%, -19%
#17 O=C1C=C(Nc2ccc(O)cc2)C(=O)c2ccccc21
    2%, ?, -4%, -7%, -14%, 31, 1%, -4%, 17%
#18 COc1ccc(-c2cn(-c3ccc(Cl)cc3)c3[n+]2CCCCC3)cc1
    11%, 9%, -11%, -4%, 7%, -6, -16%, -8%, 59%[activator]
#19 CC[C@]12c3[nH]c4ccc(OC)cc4c3CCN1C(=O)C(CC(=O)NCCCOC)C[C@@H]2C(=O)N1CCN(C(=O)c2ccco2)CC1 (some centres undefined)
    -1%, -7%, -4%, -29%, ., -12, ., 9%, 15%
#20 CCOc1ccccc1C1C(C(=O)Nc2ccccc2)=C(C)Nc2c(C(=O)Nc3ccc(F)cc3)cnn21 (centres undefined)
    2%, -20%, -30%, ., -7%, -16, -12%, -7%, -7%
#21 CC(NC(=O)c1cccc(C(F)(F)F)c1)C(c1ccccc1)N1CCOCC1 (centres undefined)
    -3%, 5%, -16%, -2%, -16%, -13, -7%, -15%, 1%
#22 CN(C)S(=O)(=O)c1ccc2[nH]cc(/C=C/c3nc4ccccc4c(=O)n3-c3ccccc3)c2c1
    2%, -14%, 3%, 10%, 9%, -11, 41%, 3%, -7%
#23 Cc1ccc2c(c1)NC(=O)C(CC(=O)NCCN(CC(C)C)CC(C)C)O2 (centres undefined)
    1%, -10%, -19%, 0%, 3%, 0, -2%, -13%, 446%[activator]
#24 COc1ccc(C(CC(=O)NCc2ccccc2)Sc2n[nH]c(-c3ccc(Cl)cc3)n2)cc1 (centres undefined)
    -2%, 10%, -4%, 3%, 0%, -2, 16%, -16%, -3%
#25 Cc1sc2ncnc(Oc3ccc(-n4ccnc4)cc3)c2c1C
    -14%, -8%, -3%, -6%, -16%, -5, 12%, ?, -21%
#26 O=C(c1ccc(F)cc1)N1CCC(c2ccccc2)C1 (centres undefined)
    10%, 5%, -12%, 1%, -1%, -2, 13%, 5%, 2%
#27 CCc1ccc(CN(C)C(=O)CCc2nc3ccccc3n(-c3ccc(OC)cc3)c2=O)cc1
    9%, ?, -11%, -6%, ?, 4, ?, -13%, -15%
#28 Cc1ccc(C(=O)OCC(=O)Nc2ncc(C(F)(F)F)cc2Cl)cc1NC(=O)c1ccco1
    8%, -10%, -18%, -3%, ?, -1, ?, 16%, -23%
#29 COc1ccccc1C(=O)NC(=Nc1nc2ccccc2o1)NC(=O)c1ccccc1OC
    2%, -19%, 2%, 1%, -14%, -6, -14%, -5%, ?
#30 COc1ccc(-c2noc(N3CCC(C(=O)Nc4ccccc4Cl)CC3)n2)cc1
    -5%, -10%, -2%, 11%, -12%, -14, -1%, 8%, 20%
#31 Cc1ccc(-c2cc(C(=O)O)c3ccccc3n2)c(C)c1
    7%, -16%, 3%, 1%, 2%, -12&-3, 1%, -8%, ?
#32 COC(=O)COc1ccc(S(=O)(=O)NCc2cccnc2)cc1
    ., 2%, -6%[60.1 µM], -2%, 9%, -16, 1%, 1%, 8%
#33 OCCN1CCOCCN(CCO)CCN(CCO)CC1
    6%, -8%, -5%, 16%, -7%, -1, -1%, -9%, -1%
#34 COc1ccc(S(=O)(=O)N(C)C)cc1NCC(=O)Nc1cccc2ccccc12
    6%, -18%, -2%, ., ., 4, ., -6%, 0%
#35 Cc1cc2c(c(=O)n1Cc1cccnc1)C(c1ccc(F)cc1)C(C#N)=C(N)O2 (centres undefined)
    5%, -7%, 3%, 1%, -10%, -3&-3, 14%, 9%, 0%&-14%
#36 CCCCCN(C(=O)CCC(=O)OCC(=O)c1ccc(C(C)CC)cc1)c1c(N)n(CCCC)c(=O)[nH]c1=O (centres undefined)
    0%, -1%, -14%, 27%, ., 0, ., 0%, .
#37 CS(=O)(=O)c1ccc(C(=O)OCC(=O)NC(=O)C2CCCCC2)cc1[N+](=O)[O-]
    23%, ?, 7%, 14%, -2%, 2, ?, -4%[56.9 µM], -6%
#38 COC(=O)c1ccc(NC(=O)c2c(-c3ccccc3)c(-c3ccccc3)nn(C)c2=O)cc1
    2%, -8%, -9%, ., 1%, -2, -8%, 19%, -29%
#39 O=C(O)c1cccc(NC(=O)c2cn(-c3ccccc3)nc2-c2ccncc2)c1
    15%, -13%, 5%, 4%, -4%, 1, -1%, ?, -8%
#40 COc1ccc(CNC(=O)CN(Cc2cccs2)C(=O)CCC(=O)Nc2ccccn2)cc1
    3%, -10%, -3%, -3%, -7%, -11, -1%, -3%, -8%
#41 Cc1cc(NCCO)nc(N2CCOCC2)n1
    2%, -13%, -1%, -5%, 4%, -3, 0%, 4%, -15%
#42 COc1ccc(OC)c(NC(=O)CN(C)S(=O)(=O)c2ccc(Cl)cc2)c1
    6%, -16%, 0%, -2%, -6%, -3, 1%, 19%, -3%
#43 O=c1c2cc(F)ccc2[nH]c(=S)n1CCCN1CCOCC1
    2%, -2%, -22%, 7%, -9%, -8, -2%, 6%, -1%
#44 COc1ccccc1/C=C/C=C(\C#N)C(=O)NC(C)c1ccccc1 (centres undefined)
    -10%, -7%, -15%, 31%, -10%, -3, 43%, 2%, -23%
#45 Cc1ncc([N+](=O)[O-])n1Cc1cccc(F)c1
    2%, -11%, 11%, -7%, -6%, -3, 88%, 7%, -22%
#46 COc1ccc(CC(=O)Nc2nc(-c3cc(OC)ccc3OC)cs2)cc1
    11%, -23%, 2%, -10%, -10%, -1, -1%, -12%, -1%
#47 O=C(Nc1cc(Br)ccc1O)c1cnn2c(C(F)F)cc(C3CC3)nc12
    -7%, 0%, -24%, -3%, -6%, -3, -25%, 17%, 1%
#48 CN(C)C(=O)c1cccc(-c2csc(N3CCC(C(N)=O)CC3)n2)c1
    ., -18%, 0%, 26%&11%, ., -2, ., -13%, ?
#49 O=C(COC(=O)c1cncc(Br)c1)NCc1ccc(Cl)cc1
    14%, -14%, 3%, 1%, 7%, -5, 2%, 5%, 0%
#50 C[C@@H](C(=O)Nc1ccc2ccccc2c1)[C@H]1C[C@]1(C)[C@H](NC(=O)OCc1ccccc1)c1ccccc1
    -1%, -23%, -6%, 5%&11%, -8%&3%, -1, 0%, -4%, 0%

A portion of the library. The share of hits here may be higher or lower than overall.
